Dicer processing = inhibitors of Dicer pre-microRNA processing, primary screen, biochemical, cat-ELCCA, chemiluminescence; hit rate 6% among 47,000; z-score at 25 µM; Endoribonuclease Dicer (Homo sapiens), Q9UPY3; cat-ELCCA pre-miR-21 Dicer processing; active compounds read high; in the data active = z-score above about 3, passing the limit was not always enough;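 note: plate controls were vehicle for no effect and no enzyme for full effect; higher signal means more uncleaved substrate so more Dicer inhibition; strong numbers were not always called active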
Starred values were filed as active, the others as inactive. A portion of the library; rates above refer to the full screens.

The opening 20 compounds, to show the layout:
SMILES | Dicer processing
COc1ccc2c(c1)CC/C(=C\c1ccc(F)cc1)C2=O | -2.2
Cc1noc2ncnc(SCC(=O)Nc3cc(Cl)cc(Cl)c3)c12 | -1.1
FC(F)(F)c1cccc(Oc2ccc3nnc(-c4ccccc4)n3n2)c1 | 0.28
CN(C)C(=O)C(=O)c1c(-c2ccccc2)cc2ccccn12 | 3
O=c1[nH]nc(SCc2ccc(Cl)cc2Cl)n1-c1cccc(Cl)c1 | 1
Cc1cc([N+](=O)[O-])nn1CC(=O)NCC(C)C | -0.07
Nc1nc(-c2ccc3ccccc3c2)cs1 | 0.5
C=CCc1c(C)nc(SC)nc1Nc1ccc(C)cc1 | 5.7*
CCOC(=O)c1sc(-c2ccc(Cl)cc2Cl)nc1O | -0.8
Cc1onc(-c2ccccc2Cl)c1C(=O)Nc1ccc(S(=O)(=O)Nc2nccs2)cc1 | 0.21
CC(C)c1ccc(NC(=O)CSc2n[nH]c(=O)n2Cc2ccco2)cc1 | -0.92
CCOC(=O)c1sc2ccccc2c1N | 0.22
C/C(=N\N=C(/C)c1ccccc1)c1ccccc1 | 0.22
CC1=C(C(=O)OCCOC(C)C)C(c2coc3ccc(C)cc3c2=O)C2=C(CCCC2=O)N1 (stereo not drawn) | 7.2*
CCOC(=O)c1cc(-c2ccc(Br)s2)n[nH]c1=O | 0.81
NC(CO)C(=O)NNCc1ccc(O)c(O)c1O (stereo not drawn) | 0.89
O=C1Nc2ccc(S(=O)(=O)Nc3ccccc3O)c3cccc1c23 | 8*
CC12CCC3c4ccc(OCCCC#N)cc4CCC3C1CCC2=O (stereo not drawn) | -1.7
c1ccc(CN2CCC(Nc3ncnc4sc5c(c34)CCCC5)CC2)cc1 | -1
Cc1ccc(NC(=O)Nc2ccc(C(F)(F)F)cc2)cc1NS(C)(=O)=O | 6.3*

The listing, repeating the preview:
SMILES | Dicer processing
COc1ccc2c(c1)CC/C(=C\c1ccc(F)cc1)C2=O | -2.2
Cc1noc2ncnc(SCC(=O)Nc3cc(Cl)cc(Cl)c3)c12 | -1.1
FC(F)(F)c1cccc(Oc2ccc3nnc(-c4ccccc4)n3n2)c1 | 0.28
CN(C)C(=O)C(=O)c1c(-c2ccccc2)cc2ccccn12 | 3
O=c1[nH]nc(SCc2ccc(Cl)cc2Cl)n1-c1cccc(Cl)c1 | 1
Cc1cc([N+](=O)[O-])nn1CC(=O)NCC(C)C | -0.07
Nc1nc(-c2ccc3ccccc3c2)cs1 | 0.5
C=CCc1c(C)nc(SC)nc1Nc1ccc(C)cc1 | 5.7*
CCOC(=O)c1sc(-c2ccc(Cl)cc2Cl)nc1O | -0.8
Cc1onc(-c2ccccc2Cl)c1C(=O)Nc1ccc(S(=O)(=O)Nc2nccs2)cc1 | 0.21
CC(C)c1ccc(NC(=O)CSc2n[nH]c(=O)n2Cc2ccco2)cc1 | -0.92
CCOC(=O)c1sc2ccccc2c1N | 0.22
C/C(=N\N=C(/C)c1ccccc1)c1ccccc1 | 0.22
CC1=C(C(=O)OCCOC(C)C)C(c2coc3ccc(C)cc3c2=O)C2=C(CCCC2=O)N1 (stereo not drawn) | 7.2*
CCOC(=O)c1cc(-c2ccc(Br)s2)n[nH]c1=O | 0.81
NC(CO)C(=O)NNCc1ccc(O)c(O)c1O (stereo not drawn) | 0.89
O=C1Nc2ccc(S(=O)(=O)Nc3ccccc3O)c3cccc1c23 | 8*
CC12CCC3c4ccc(OCCCC#N)cc4CCC3C1CCC2=O (stereo not drawn) | -1.7
c1ccc(CN2CCC(Nc3ncnc4sc5c(c34)CCCC5)CC2)cc1 | -1
Cc1ccc(NC(=O)Nc2ccc(C(F)(F)F)cc2)cc1NS(C)(=O)=O | 6.3*
COc1cc(CNCCSc2nnnn2C)ccc1OCc1cccc(Cl)c1 | -0.89
CC(=O)CSC(=Nc1ccc(Cl)cc1)NC(=O)c1c(F)cccc1Cl | 1.9
COc1ccc(CCNc2cc(C)nc(N)n2)cc1OC | -0.43
O=C(Nc1ccc(Cl)cc1Cl)c1cccnc1Sc1cccc(Cl)c1 | 5.5
Cc1nnc2c(Oc3ccc(Cl)cc3)nc3ccccc3n12 | -1.4
O=C1C(c2cc3ccccc3cn2)=C(O)c2ccccc21 | 0.94
Cn1nc(-c2ccccc2)cc1NC(=O)Nc1ccccc1F | 0.86
COc1ccc(COC(=O)C2=C(C)NC3=C(C(=O)CC(C)(C)C3)C2c2ccncc2)cc1 (stereo not drawn) | 1.3
CC(C)(CO)NC(=S)Nc1cc(Cl)ccc1Cl | 1.4
CCOC(=O)C1=C(C)Nc2nc3ccccc3n2C1c1ccc(CC)cc1 (stereo not drawn) | -0.47
CSc1cccc(NC(=O)NCc2ccccc2)c1C | -0.74
CC(C)(O)C#Cc1ccc(/C=N/Nc2cccc(C(F)(F)F)n2)cc1 | 1.4
COc1ccccc1Oc1coc2cc(OCC(N)=O)ccc2c1=O | -1.6
CN(C)CCNc1nc2c(c(=O)n(C)c(=O)n2C)n1Cc1ccccc1Cl | 1.2
CCc1ccc(C2C(C(=O)OC(C)C)=C(C)Nc3nc4ccccc4n32)cc1 (stereo not drawn) | 0.24
COCCNC(=O)COc1ccc(OCCNC[C@H](O)COc2ccccc2)cc1 | -2.9
CS(=O)(=O)c1ccc([C@@H](O)[C@@H](CO)NC(=O)C(Cl)Cl)cc1 | -0.28
COc1cccc(Cn2c(-c3cncs3)nc3ccccc32)c1 | -1.4
COC(=O)c1cnc(N2CCCN(S(=O)(=O)c3ccsc3)CC2)nc1C(F)(F)F | -3.1
COc1ccc(N2CCN(c3nc(C)c4c(n3)CCCC4=O)CC2)cc1 | -1.9
COC(=O)c1cccc2cccc(I)c12 | -1.2
NC(=S)N/N=C\Cc1nnnn1-c1ccccc1 | -0.56
Cc1nn(C)c(N/N=C/c2ccc(C#N)cc2)c1[N+](=O)[O-] | -1.2
COC(=O)c1scc(C)c1NC(=O)CC#N | -1.1
Cc1onc(-c2c(Cl)cccc2Cl)c1NC(=O)NN(C)c1ccc([N+](=O)[O-])cn1 | -0.51
Cc1c(C)c(C)c(CSCC(=O)NNC(=S)NCc2ccco2)c(C)c1C | -0.41
O=S(=O)(c1ccccc1)N1CCSC1c1ccc(Br)cc1 (stereo not drawn) | 0.54
CS/C(=N\S(=O)(=O)c1ccccc1)NNc1ccccc1 | 0.97
O=C1SC(Nc2ccc(Br)cc2)C(=O)N1Cc1ccccc1 (stereo not drawn) | 2.5
CCCn1c(NCc2cccs2)nc2ccccc21 | 3.1*
O=S(=O)(c1cccs1)c1cccs1 | 0.13
Fc1ccc(NC(=S)NCCNC(=S)Nc2ccc(F)cc2F)c(F)c1 | -1.1
CCOc1ccc(N2CCCCn3c2nc2c3c(=O)[nH]c(=O)n2C)cc1 | -1.5
CC(Sc1nc(-c2ccccc2)cc(C(F)(F)F)n1)C(=O)O (stereo not drawn) | 1
CSc1nc(N/C=C(\C#N)C(=O)C2CC2)nc(C2CC2)n1 | -2.3
Cc1cc(C)cc(Oc2c(C(F)(F)F)oc3c(CN(C)C)c(O)ccc3c2=O)c1 | 1.7
CCOC(=O)/C(=C(/C)N)C1CC(=O)N(c2ccc(C(=O)OCC)cc2)C1=O (stereo not drawn) | 0.34
CC(C)CSC(CC(=O)O)C(=O)O (stereo not drawn) | 1.4
FC(F)(F)c1ccc(-c2nc(-c3cc(-c4ccccc4)no3)cs2)cc1 | 1.2
CCCCOc1ccc(C2Nc3ccccc3NC3=C2C(=O)CC(C)(C)C3)cc1 (stereo not drawn) | -0.46

The closing 2 compounds of the section above open the next one.
SMILES | Dicer processing
FC(F)(F)c1ccc(-c2nc(-c3cc(-c4ccccc4)no3)cs2)cc1 | 1.2
CCCCOc1ccc(C2Nc3ccccc3NC3=C2C(=O)CC(C)(C)C3)cc1 (stereo not drawn) | -0.46
C[C@H]1[C@H](NC(=O)/C(=N\OC(C)(C)C(=O)O)c2csc(N)n2)C(=O)N1S(=O)(=O)O | -1.2
CC1=CC(C)(C)N(C(=O)c2ccc(F)cc2)c2cc3c(cc21)OCO3 | 4.6*
N#Cc1c(Cl)cccc1Oc1ccc(S(=O)(=O)Nc2ccc(N3CCCCC3)cc2)cc1 | 2.1
CN(C(=O)c1cc2n(n1)C(C(F)(F)F)CC(c1ccco1)N2)c1ccccc1 (stereo not drawn) | 1.6
CC(=O)Nc1ccc(NC(=O)CSCC(=O)O)cc1 | -1.1
CCCn1cc2c(c1-c1ccc(C)cc1)c(=O)n(C)c(=O)n2C | -1.1
C=CCN1C(=O)C2(/C(=C(/O)c3ccc(OCC)cc3)C(=O)C(=O)N2CC2CCCO2)c2ccccc21 (stereo not drawn) | -0.24
Cc1csc2nc(CN3CCOCC3)[nH]c(=O)c12 | -0.93
C=CCN(C#N)c1nc(NC(C)C)nc(NC(C)C)n1 | 6.5*
NC(=O)N1c2ccccc2CC(=O)c2ccccc21 | 0.7
COc1ccc(OC)c(C2N[C@@H](C(=O)O)C(C)(C)S2)c1 (stereo partly drawn) | -1.2
C=CC1(C)CC(=O)C2(O)C(C)(O1)C(OC(C)=O)C(O)C1C(C)(C)CCC(O)C12C (stereo not drawn) | -5.7
COC(=O)c1cc(S(=O)(=O)n2nc(C)cc2C)c(N2CCCC2)cc1N1CCCC1 | 1.1
CCOC(=O)c1cc(C(C)(C)C)n(CCSC)c1C | 42
CCC(Nc1ncnc2ccccc12)C(=O)O (stereo not drawn) | 0.81
Nc1ncnc2c1ncn2[C@@H]1O[C@H](CO)[C@@H](O)[C@@H]1O | 0.3
CC(=O)Oc1cc2c3c(c1)C(C)=CC(C)(C)N3C(=O)C2=O | 0.46
O=C1CC(/C=C/c2ccccc2)(Nc2ccc(S(=O)(=O)N3CCOCC3)cc2)C(=O)N1C1CCCCC1 (stereo not drawn) | -1.3
CCOC(=O)C1=CNc2ccccc2N=C1N | -0.57
O=C(Cc1csc(-c2cccc(-n3cccc3)c2)n1)NNC(=O)c1ccc(C(F)(F)F)cc1 | 2.2
CC(C)CCCC(C)NC(=O)Cn1cnc2c1c(=O)n(C)c(=O)n2C (stereo not drawn) | 0.44
COc1ccc(-c2noc(-c3cc(C)cc(C)c3)n2)cc1 | -0.05
CC(=O)N(C(C)=O)c1ccc2c3c(cccc13)CC2 | 3
CC1=C(C(=O)OC(C)C)C(c2ccccc2Cl)n2c(nc3ccccc32)N1 (stereo not drawn) | 0.78
S=C1NC2(CCCCCC2)NN1c1ccccc1 | 1.7
Cc1ccc(C(=O)/C=C(/CC(=O)c2ccc(Br)cc2)c2ccccc2)cc1 | 0.01
CC(C)NC(=O)CSc1nnc(-c2ccc(C(C)(C)C)cc2)n1-c1ccc2c(c1)OCO2 | 0.03
O=C(O)c1cccc(-c2cccc(C(=O)O)c2)c1 | 6.2*
CCOC(=O)c1nc(-c2ccccc2)sc1C(C)=O | -0.25
FC(F)(F)c1ccccc1-c1nnc(-c2sccc2Cl)o1 | 0.23
O=c1c(-c2nnnn2-c2ccccc2)c[nH]c2ccccc12 | 0.19
COc1ccccc1N1CCN(S(=O)(=O)c2ccc(SC)cc2)CC1 | 0.61
COc1ccc2nc(C3C(=O)c4ccccc4C3=O)cc(Cl)c2c1 | 6.5*
CN(C)Cc1coc2ccccc2c1=O | -0.56
c1cc(-c2noc(C3CCCCC3)n2)ccn1 | 1.6
COCCN1C(=O)C(=O)/C(=C(/O)c2ccccc2)C1c1ccc(F)cc1 (stereo not drawn) | -0.15
O=C1c2ccccc2C(=O)N1CC1COc2ccccc2O1 (stereo not drawn) | 0.63
Cc1ccc(C2NC(=O)c3c(sc4c3CCN(C)C4)N2)o1 (stereo not drawn) | -1
COc1ccc(CN2C(=O)c3oc4ccc(Cl)cc4c(=O)c3C2c2ccc(O)cc2)cc1 (stereo not drawn) | -0.28
CCCCc1ccc(Nc2ncc(C(=O)OCC)c(C(F)(F)F)n2)cc1 | 0.59
O=C(OC(c1ccco1)c1nccc2ccccc12)c1ccccc1 (stereo not drawn) | -0.31
NC(=O)N/N=C/c1ccc2c(c1)OCO2 | -0.72
N=C(N)SCc1c(F)cccc1Cl | 0.92
NC(=O)C1CCN(C(=O)CSc2ncccn2)CC1 | 3.6*
Cc1ccc(C)c2c(=O)c(C(=O)O)c[nH]c12 | -0.87
O=C(NCCNC(=O)Nc1ccc(Cl)cc1)Nc1ccc(Cl)cc1 | -0.45
CC(C)c1ccc(Nc2nnns2)cc1 | 6.8*
COc1ccc(Cl)cc1NC(C)=O | 0.03
COc1cccc(N2C(=O)CC(Sc3nnc(C)s3)C2=O)c1 (stereo not drawn) | 0.35
C/C(=N\OC(=O)Nc1ccccc1)c1cnn(-c2cc(C(F)(F)F)cc(C)n2)c1C | 0.01
Cc1ccc(S(=O)(=O)NC(=O)N2CCCCC2)cc1 | 0.16
O=C1CC(c2ccc(C(F)(F)F)cc2)CC(=O)N1Cc1ccco1 | 1
CC(C)(C)c1cc(-c2nc(-c3ccccc3)no2)n(Cc2ccccc2)n1 | -1.7
Cc1cc(NC(=O)NNc2ccccc2)no1 | -0.63
CN1CCN(C2=Nc3ccccc3Oc3ccc(Cl)cc32)CC1 | -0.48
COc1ccccc1-c1nnc2ccc3ccccc3n12 | 3*
O=C(c1ccccc1)c1cc2cc(Cl)cc(Cl)c2o1 | -0.26
Cc1ccc(S(=O)(=O)N=S(c2ccc(C(=O)O)cc2)c2ccc(C(=O)O)cc2)cc1 | 1.2
CNS(=O)(=O)c1cc(Br)ccc1S(=O)c1ccccc1C(=O)O (stereo not drawn) | 0.28
Cc1cccc(C(=O)N(Cc2ccccc2)C(C)C)c1C | -1.2
Next section.
SMILES | Dicer processing
CC1SC(c2cccnc2)N(c2ccc(F)cc2F)C1=O (stereo not drawn) | 2.9
O=C1c2cccc3cccc(c23)C(=O)N1Cc1ccco1 | 1.4
COC(=O)c1nn(-c2ccccc2)c(=O)c2c(N)sc(C)c12 | -2.2
Cc1cc(C)n(-c2ccc(C(F)(F)F)cc2)n1 | -0.06
CCOC(=O)Cn1c2ccccc2n2nc(C)c(=O)nc12 | -0.56
CCN(CC)CC(=O)N1c2ccccc2Sc2ccc(Cl)cc21 | 0.73
COc1cccn(Cc2nnc(SCC(=O)c3ccccc3)o2)c1=O | 0.17
c1ccc(-c2ccc(-c3cnc(-c4ccccc4)o3)cc2)cc1 | 1.9
O=C1c2ccccc2S(=O)(=O)N1Cc1cccc2ccccc12 | -0.65
CCOc1cc(C2C(C(=O)OCc3ccc(OC)cc3)=C(C)NC3=C2C(=O)CCC3)ccc1O (stereo not drawn) | 0.46
CCCCc1c(COC)[nH]c(=O)[nH]c1=O | -0.51

From PubChem BioAssay
